Screens: PubChem, Emory University Molecular Libraries Screening Center
14-3-3g Raf: modulators of human 14-3-3 gamma - Raf peptide interaction. P61981. FP, 14-3-3gamma / TMR-pS259-Raf peptide binding. AID 422. inhibition, % at 40 µM. actives 0.19% (n = 160,000); in the data active means inhibition above about 30%;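 further: 0% = protein plus tracer without compound and 100% = blank with tracer alone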
Target sequence (P61981 whole entry, looked up): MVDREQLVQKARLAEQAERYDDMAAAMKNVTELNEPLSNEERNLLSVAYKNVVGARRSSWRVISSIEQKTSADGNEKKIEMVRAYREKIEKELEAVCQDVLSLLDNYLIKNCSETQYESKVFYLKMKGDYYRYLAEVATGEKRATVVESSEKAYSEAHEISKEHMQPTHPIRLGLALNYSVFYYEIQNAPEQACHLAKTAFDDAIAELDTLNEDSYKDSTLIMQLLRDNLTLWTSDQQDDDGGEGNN
Active calls of the source: *; & = joins results of further samples. The list is partial (hit frequency here may not be typical).

SMILES	14-3-3g Raf
CC1=C(C(=O)OC(C)C)C(c2ccccc2C(F)(F)F)C2=C(CCCC2=O)N1 (stereo not drawn)	0.1
COC(=O)C1=C(C)N(Cc2ccc(C)cc2)C(=O)C1	-7.8
COc1ccc(N2C(=O)CC(N3CCN(c4ccccc4F)CC3)C2=O)cc1 (stereo not drawn)	-3.1
O=C(CN1C(=O)CSc2ccc(S(=O)(=O)N3CCOCC3)cc21)NCC1CCCO1 (stereo not drawn)	-11.3
CCn1c(=O)c2c3c(sc2n(C)c1=O)CCC3	3.3
Cc1ccc(O)c(CCc2ccccc2)n1	-8.3
COc1cccc(C(c2sc3ncnn3c2O)N2CC(C)OC(C)C2)c1 (stereo not drawn)	0.6
CCN(CCNS(=O)(=O)c1cc(Br)cc2c1N(C(C)=O)CC2)c1ccccc1	-19.1
O=C(CSc1nc2ccccc2c(=O)n1Cc1ccco1)NCc1ccco1	-11.1&-13.0
COc1ccc2[nH]c(=O)c(CN(CC3CCCO3)C(=O)Nc3ccccc3)cc2c1 (stereo not drawn)	-8.8
COCCOC(=O)C1=C(C)NC2=C(C(=O)CC(c3ccccc3)C2)C1c1ccc(F)cc1 (stereo not drawn)	11.0
CC1CCCCN1CCCNC(=O)C1CCN(c2nc3ccccc3o2)CC1 (stereo not drawn)	-11.9&-6.7
Cc1ccc(C(=O)COC(=O)CN2C(=O)c3ccccc3C2=O)cc1[N+](=O)[O-]	-4.5
Cc1ccc(NC(=O)C2CCCN(S(=O)(=O)c3cccc4nsnc34)C2)cc1F (stereo not drawn)	-14.7
C=CCCC(C)(C#CCN1CCOCC1)OC(C)=O (stereo not drawn)	-8.2
O=C(NCc1ccco1)c1ccc(=O)[nH]n1	-2.3
Cc1ccc(-c2cc(C(=O)N(C)Cc3c(C)nn(C)c3C)c3cc(Br)ccc3n2)cc1	-15.7
Cc1cnc(C)c(N2CCC(C(=O)NCc3cccs3)CC2)n1	4.0
COc1ccc(CNC(=O)C(=O)Nc2cc(Cl)ccc2OC)cc1	0.6
CC(C)(C)C(=O)/C=C(\N)c1ccccn1	-4.1
COc1ccc(C2C(C(=O)Nc3ccc4c(c3)OCCO4)c3ccccc3C(=O)N2Cc2ccc(F)cc2)cc1 (stereo not drawn)	-9.0
CCOC(=O)CSc1ncnc2c1oc1ccccc12	-4.8
Cc1nc2ncnn2c(N2CCN(C(=O)Cc3cccs3)CC2)c1C	-35.2
CCC(OC(=O)CN1C(=O)C(=O)c2ccccc21)C(=O)Nc1ccc(S(N)(=O)=O)cc1 (stereo not drawn)	-9.4
CCOc1ccc(/C(O)=C2/C(=O)C(=O)N(CCOCCO)C2c2ccccc2)cc1 (stereo not drawn)	2.2
Following part
SMILES	14-3-3g Raf
CCOC(=O)N1CCN(CC(=O)Nc2c(C(=O)OC)[nH]c3ccccc23)CC1	-6.9
COCCn1c(C)cc(C(=O)CSc2ccc(NC(C)=O)cc2)c1C	-3.7
c1ccc2c(NC34CC5CC(CC(C5)C3)C4)nc(N3CCCCC3)nc2c1	-4.1
Cc1cc(NC(=O)c2cc(C)on2)n(-c2ccccc2)n1	-6.6&-2.7
Cc1ccc(-n2nc3c(c2NC(=O)C2CCCCC2)CS(=O)(=O)C3)c(C)c1	-2.4
O=C(O)c1ccncc1-c1nc2ccccc2s1	0.6
O=C(NCc1cccs1)c1ccc2c(c1)N(Cc1ccccc1Cl)C(=O)CS2	-7.7
COc1ccc2nc3sc(C(=O)N(C)Cc4ccccc4)cc3cc2c1	-2.0
CCC(=O)Nc1nc2ccc(NC(C)=O)cc2s1	-1.3
CC(=O)c1c(NC(=O)c2ccccc2)sc2c1CCCC2	7.8
Clc1ccc2c(c1)C1CC(c3ccccc3)=NN1CO2 (stereo not drawn)	3.7
CC1CN(Cc2nc3c(c(=O)n(C)c(=O)n3C)n2CCCc2ccccc2)CC(C)O1 (stereo not drawn)	-2.6
O=C(COc1ccccc1)NCCc1nc2ccccc2[nH]1	2.1
COC(=O)CCNc1n[nH]c(=O)[nH]c1=O	-20.8
CCOc1ccccc1NC(=O)C1CCN(S(=O)(=O)c2c(C)noc2C)CC1	-3.1
Cn1c(=O)c2c(nc(SCC(=O)NCCc3ccccc3)n2Cc2ccccc2F)n(C)c1=O	-4.2
CC1=C(C(=O)OC2CCCCCC2)C(c2ccc3c(c2)OCO3)C2=C(CCCC2=O)N1 (stereo not drawn)	-2.9
CCCS(=O)(=O)c1c(S(=O)(=O)CCC)c2c3ccccc3ccn2c1C(=O)OC	-1.0
COc1cccc(C(=O)Nc2ccc(S(=O)(=O)Nc3nc(C)cc(C)n3)cc2)c1	-2.8
COC(=O)c1ccccc1NC(=O)CN1CCC(NC(=O)c2ccccc2C)CC1	2.0
C=CCOc1ccc(/C(O)=C2\C(=O)C(=O)N(Cc3cccnc3)C2c2ccc(Br)cc2)cc1C (stereo not drawn)	2.7
N#Cc1ccc(COC(=O)c2ccc3c(=O)[nH]c(CN4CCOCC4)nc3c2)cc1	-6.8
CCN(CC)S(=O)(=O)c1ccc2[nH]cc(C(=O)NCCN3CCCCC3C)c(=O)c2c1 (stereo not drawn)	-10.3&-11.5
C=CCOC(=O)C1=C(C)Nc2[nH]c(=O)[nH]c(=O)c2C1c1ccc(Br)cc1 (stereo not drawn)	-12.6
N#Cc1c(-c2ccco2)cc(C2CC2)nc1SCC(=O)c1ccccc1	-3.8&-19.3

The final 7 records of the part before open the next one.
SMILES	14-3-3g Raf
COc1cccc(C(=O)Nc2ccc(S(=O)(=O)Nc3nc(C)cc(C)n3)cc2)c1	-2.8
COC(=O)c1ccccc1NC(=O)CN1CCC(NC(=O)c2ccccc2C)CC1	2.0
C=CCOc1ccc(/C(O)=C2\C(=O)C(=O)N(Cc3cccnc3)C2c2ccc(Br)cc2)cc1C (stereo not drawn)	2.7
N#Cc1ccc(COC(=O)c2ccc3c(=O)[nH]c(CN4CCOCC4)nc3c2)cc1	-6.8
CCN(CC)S(=O)(=O)c1ccc2[nH]cc(C(=O)NCCN3CCCCC3C)c(=O)c2c1 (stereo not drawn)	-10.3&-11.5
C=CCOC(=O)C1=C(C)Nc2[nH]c(=O)[nH]c(=O)c2C1c1ccc(Br)cc1 (stereo not drawn)	-12.6
N#Cc1c(-c2ccco2)cc(C2CC2)nc1SCC(=O)c1ccccc1	-3.8&-19.3
Cc1cc(=O)[nH]c(SCc2nc3ncccn3c2Br)n1	-6.4&-3.7
CCC(C)NC(=O)CCNC(=O)c1ccc(Br)o1 (stereo not drawn)	-1.5
COc1ccc(OC(C)C(=O)Nc2cccc(C)c2C)cc1 (stereo not drawn)	4.8
CC(C)(C)C(O)Cn1c(=N)n(CCN2CCCCC2)c2ccccc21 (stereo not drawn)	-11.6
CC(=O)CCC=C(C)CCC=C(C)C	-6.8
COc1cc([N+](=O)[O-])cc2sc(NC(=O)c3ccc(S(=O)(=O)N4CCCCC4)cc3)nc12	-8.4
CC1CC(C)CN(S(=O)(=O)c2ccc(C(=O)Nc3sc4c(c3C#N)CCCCC4)cc2)C1 (stereo not drawn)	-12.7
O=C(CSC1=Nc2ccccc2C2=NC(c3ccccc3)C(=O)N12)Nc1cccc(Cl)c1 (stereo not drawn)	-50.6
COc1ccc(-c2nc3ccc([N+](=O)[O-])cc3nc2-c2ccc(OC)cc2)cc1	4.1
C=CCn1c(SCC(=O)Nc2cc(NC(C)=O)ccc2OC)nnc1-c1cccnc1	-3.1
C#CCOc1ccccc1C1C2=C(CC(C)(C)CC2=O)N(C)C2=C1C(=O)CC(C)(C)C2	-0.3
CCOC(=O)N1CCN(C(=O)C2CCN(c3ncnc4c3sc3cccc(F)c34)CC2)CC1	-20.2
CCOC(=O)CNC(=O)c1sc2ncnc(N3CCCCC3C)c2c1C (stereo not drawn)	-1.5
CCC(=O)N1CCc2cc(S(=O)(=O)CCC(=O)N3CCN(c4cccc(OC)c4)CC3)ccc21	3.4
Cc1oc2cc(OC(C)C(=O)O)ccc2c(=O)c1Oc1ccccc1 (stereo not drawn)	-6.4
Cc1cccc(Cc2c(C)nc3nc(SCC(=O)NC4CCCCC4)nn3c2C)c1	-3.9
COc1cccc(NC(=O)CN2CCN(CC(=O)Nc3ccc(F)cc3)CC2)c1	-5.7
Cc1cc(N2CC(C)CC(C)C2)nc2ccc(NC(=O)CCC(=O)N3CCN(c4ccccc4F)CC3)cc12 (stereo not drawn)	-1.9
CCN(Cc1ccccc1)C(=O)c1c[nH]c2ccc(S(=O)(=O)N3CCOCC3)cc2c1=O	2.6
CC1=C(C(=O)OC2CCCCCC2)C(c2cccc(C)c2)NC(=O)N1 (stereo not drawn)	0.4
O=C(NC1CC1)c1ccc(CSCc2ccccc2Cl)o1	7.8
COc1ccc(-n2c(Cc3cccn3C)nnc2SCC(=O)Nc2ccc(F)cc2)cc1	-1.6
Cc1noc(C)c1COc1ccc(C(=O)O)cc1	1.9
COc1cc(OC)cc(-n2nc(C(=O)N(C)c3cc(Cl)ccc3C)c3ccccc3c2=O)c1	-7.4
COc1ccccc1CNC(=O)c1cc(=O)[nH]c2ccc(S(=O)(=O)N3CCOCC3)cc12	-5.1
More compounds
SMILES	14-3-3g Raf
CCOC(=O)c1cc(-c2ccc(C)cc2)n(CC(=O)NCc2ccco2)c1C	-5.1
O=C(CSc1nc(-c2cccs2)cc(C(F)(F)F)n1)Nc1cccnc1Cl	-3.0
CCC(C)NC(=O)c1cc(Nc2cc(C)cc(C)c2)nc2ccccc12 (stereo not drawn)	-4.4
CCn1c(=O)c(=O)[nH]c2cc(C(=O)Nc3ccc(S(=O)(=O)N4CCCC4)cc3)ccc21	-142.6
c1cncc(C2Nc3ccccc3-c3nc4ccccc4n32)c1 (stereo not drawn)	0.6
Cc1ccc(S(=O)(=O)c2c(C)nn(C(C)(C)C)c2OC(=O)C2CCCCC2)cc1	1.2
O=C(c1cc(-c2cccc(Cl)c2)on1)N1CCN(Cc2ccccc2)CC1	5.1
CCCCCn1c(SCCOCC)nc2c1c(=O)[nH]c(=O)n2C	0.9
CC(C)(C)c1ccc2c(c1)N(CC(=O)N1CCOCC1)C(=O)CO2	0.9
COc1ccc(C=C2N=C(SC)SC2=O)cc1Br	-16.6
CCN(CC)S(=O)(=O)c1ccc2oc(C(=O)N3CCc4ccccc4C3)c(C)c2c1	-7.1
O=C(Nc1ccc(C(=O)OC2CCCCC2)cc1)c1ccc(Br)cc1	0.5
COc1cccc(-c2cc(C(=O)Nc3c(C)nn(Cc4ccccc4)c3C)no2)c1	-0.8
O=C(NCc1ccc2c(c1)OCO2)c1ccc(Cn2c(=O)c3ccccc3n(Cc3cc(=O)n4ccccc4n3)c2=O)cc1	-10.3
CCOC(=O)CNC(=O)CN1CCCN(S(=O)(=O)c2ccc(Br)s2)CC1	-3.3&-10.2
O=C(CCC1CC(=O)Nc2ccccc21)NCc1ccc(F)cc1 (stereo not drawn)	-10.2
O=C(NCc1ccco1)C12CC3CC(C1)CC(C(=O)NCc1ccco1)(C3)C2	-9.5
CCOC(=O)c1cnc2ccc(C(=O)OC)cc2c1Nc1ccccc1C	1.9
O=C(Cc1c(C(=O)O)[nH]c2ccccc12)NCc1ccccn1	-2.2
Cc1cccc(C)c1OCC(O)CN1CCCCC1 (stereo not drawn)	-0.2
Cc1ccccc1CN1CCN(CC(=O)NCc2ccc3c(c2)OCO3)C1=O	2.4
COc1cccc2cc(C(=O)Nc3cccc4ccccc34)c(=N)oc12	-1.9
O=C1NC(=O)c2ccc([N+](=O)[O-])c3cccc1c23	3.0
CCc1nnc(NC(=O)CSc2nc3ccccc3o2)s1	10.3
Cc1ccccc1CN1C(=O)CSc2ccc(C(=O)NCCc3ccccc3)cc21	5.2

An excerpt of the results above, as a working copy:
SMILES	14-3-3g Raf
CCC(C)NC(=O)c1cc(Nc2cc(C)cc(C)c2)nc2ccccc12 (stereo not drawn)	-4.4
CCn1c(=O)c(=O)[nH]c2cc(C(=O)Nc3ccc(S(=O)(=O)N4CCCC4)cc3)ccc21	-142.6

New compounds follow.
SMILES	14-3-3g Raf
CCCCOc1ccc(C(=O)Nc2cccc(-c3nc4ccccc4s3)c2)cc1	0.1
O=S(=O)(c1ccc2nc(COc3ccccc3)[nH]c2c1)N1CCOCC1	-1.9
CCN1C(=O)C(NC(C)=O)c2cc(C)ccc21 (stereo not drawn)	-4.9
CCC(C)(C)n1nnnc1C(c1cc2cc3c(cc2[nH]c1=O)OCO3)N1CCN(C)CC1 (stereo not drawn)	-5.5
COC(=O)C1=C(C)Nc2ncnn2C1c1ccc(C(C)C)cc1 (stereo not drawn)	-8.8
CC(C)=CCCC1(C)Oc2ccccc2C2OC(C)CCC21 (stereo not drawn)	8.2
COc1ccc(C(=O)n2nc3c(c2-c2ccc(OC)cc2)COC(C)(C)C3)cc1	5.7
CC(NC(=O)Cn1cnc([N+](=O)[O-])n1)c1ccccc1 (stereo not drawn)	-7.1
CC(=O)c1ccccc1OCC(O)CN1CCN(C(c2ccccc2)c2ccccc2)CC1 (stereo not drawn)	-4.8
Cc1ccc(Nc2nc(N)nc(CN3CCN(c4ccccc4)CC3)n2)cc1Cl	-0.8
O=C(CN1CCN(c2ccccc2)CC1)Nc1ccc(OC(F)(F)Cl)cc1	1.0
O=[N+]([O-])c1cccc(S(=O)(=O)N(Cc2ccco2)CC2CCCO2)c1 (stereo not drawn)	-9.7
CCOC(=O)c1c(C)c(C(=O)Nc2ccccc2)c(C)n1CC	-5.5
COc1ccccc1NC(=O)C1=C(C)Nc2ncnn2C1c1cc(Br)ccc1OC (stereo not drawn)	-4.9
O=C(NC1CCCCC1)C(c1ccncc1)N(CC1CCCO1)C(=O)C(F)(F)F (stereo not drawn)	-3.6
Cc1ccc(-n2c(SCC(N)=O)nc3sc4c(c3c2=O)CCC4)cc1	-2.3
O=S(=O)(NCc1ccncc1)c1ccc(S(=O)(=O)NCC2CCCO2)cc1 (stereo not drawn)	-0.5
CCOC(=O)c1cnc2cc(Cl)c(OC)cc2c1N1CC(C)CC(C)C1 (stereo not drawn)	-4.7
O=C1CC(C(=O)N(CC2CCCO2)C(C(=O)NC2CCCCC2)c2ccncc2)CS1 (stereo not drawn)	-17.6
O=c1cc(-c2ccccc2)sc2ccc(Cl)cc12	3.9
C=CCOC(=O)C1=C(C)Nc2ncnn2C1c1ccc(OC)c(Br)c1 (stereo not drawn)	-3.7
CCOC(=O)c1c(NC(=O)c2ccc(C(C)(C)C)cc2)sc(C(C)=O)c1C	-4.0
